# CHRM1 agonist: human M1 muscarinic receptor agonists, primary screen, Fluo-8 calcium fluorescence, CHO-K1 cells, HTS; activation, % at 3 µM; hit rate 0.33% among 360,000; Muscarinic acetylcholine receptor M1 (Homo sapiens), P11229; CHO-K1 hM1, agonist mode; 0% DMSO, 100% acetylcholine EC100;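 active = activation above the run's mean compound activation plus 3 SD, cut at about 16% in these data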;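 note: peak over basal fluorescence ratio within a 140 s kinetic read after compound addition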
# OXTR agonist: human OXTR agonists, primary screen, fluorescence, CHO-OTR cells, Fluo-8 calcium; Fluo-8 calcium fluorescence; normalized: DMSO 0%, oxytocin 100%; activation, % at 3 µM; hit rate 0.32% among 320,000; AID 2435, 2010;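 active = activation above the mean of all tested compounds plus 3 SD, cutoff set per screening run, cut at about 20% in these data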;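 note: peak over basal fluorescence ratio from a 100 s FLIPR kinetic read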
# Target sequence (P30559 whole entry, looked up): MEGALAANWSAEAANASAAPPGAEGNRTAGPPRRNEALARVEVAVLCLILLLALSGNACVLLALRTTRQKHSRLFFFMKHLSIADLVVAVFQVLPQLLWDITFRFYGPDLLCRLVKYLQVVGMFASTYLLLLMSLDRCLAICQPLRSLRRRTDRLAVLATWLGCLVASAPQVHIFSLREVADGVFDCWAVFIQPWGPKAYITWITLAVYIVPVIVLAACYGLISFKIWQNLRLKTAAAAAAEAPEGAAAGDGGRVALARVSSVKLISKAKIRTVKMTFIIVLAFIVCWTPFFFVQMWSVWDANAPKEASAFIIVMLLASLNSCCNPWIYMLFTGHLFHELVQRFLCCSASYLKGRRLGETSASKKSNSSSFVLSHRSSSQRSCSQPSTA
# OXTR potentiator: human OXTR potentiators, primary screen, fluorescence, CHO-OTR cells, Fluo-8 calcium | Oxytocin receptor (Homo sapiens), P30559 | AID 2445, 2010 | hit rate 0.061% among 320,000 | Fluo-8 calcium fluorescence, potentiator mode; 0% = oxytocin EC15, 100% = EC100 | activation, % at 3 µM;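 active = activation above that plate's cutoff, the mean activation of tested compounds plus 3 SD, cut at about 6.6% in these data, passing the limit was not always enough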;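 note: 100% uses oxytocin at 75 nM as the full agonist control; some results filed as inactive read as strong as hits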
#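 Material: CHO-OTR cells, human receptor; compound dosing: single dose, 3.0 µM nominal final compound concentration; schedule: 6 min compound pre-incubation at room temperature, 100 s kinetic read; measured by: kinetic Fluo-8 calcium fluorescence; read-out basis: % activation vs EC15 and EC100 oxytocin; controls: EC15 oxytocin alone as 0%, 75 nM oxytocin as 100%; replicates: singlicate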
# V1R ag counter: agonists of human V1a receptor, primary screen, counter-screen for OXTR agonist project, fluorescence, CHO-V1R cells; Vasopressin V1a receptor (Homo sapiens), P37288; Fluo-8 calcium fluorescence, agonist mode; 0% DMSO, 100% 3 nM vasopressin; activation, % at 3 µM; hit rate 0.25% among 320,000; AID 2797, 2010;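 active = activation above the mean activation of all tested compounds plus 3 SD, per screening run, cut at about 20% in these data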;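 note: signal is peak over basal fluorescence ratio across a 100 second FLIPR read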
# M1 antag: human M1 muscarinic receptor antagonists, primary screen, CHO-K1 cells, Fluo-8 calcium fluorescence, 1536-well | Muscarinic acetylcholine receptor M1 (Homo sapiens), P11229 | CHO-K1 hM1, ACh EC80 antagonist | inhibition, % at 3 µM | hit rate 1.3% among 360,000 | AID 588852, 2011;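 active = percent inhibition above its own plate's cutoff, namely the mean of that plate's compound wells plus 3 SD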;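 note: peak over basal fluorescence ratio during 140 s after agonist addition; 0% = ACh EC80 plus DMSO and 100% = DMSO alone without agonist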
# TAAR1 antagonist: human TAAR1 antagonists, primary screen, Fluo-8 calcium fluorescence, CHO RD-HGA16 cells. Trace amine-associated receptor 1 (Homo sapiens), Q96RJ0. antagonist. inhibition, % at 3 µM. hit rate 1.5% among 360,000. AID 624466, 2012;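 active = inhibition above a per-plate cutoff, the mean inhibition of test compounds on that plate plus 3 SD, cut at about 49% in these data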;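 note: 0% = DMSO plus EC80 beta-PEA response and 100% = DMSO alone without agonist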
# Target sequence (Q96RJ0 whole entry, looked up): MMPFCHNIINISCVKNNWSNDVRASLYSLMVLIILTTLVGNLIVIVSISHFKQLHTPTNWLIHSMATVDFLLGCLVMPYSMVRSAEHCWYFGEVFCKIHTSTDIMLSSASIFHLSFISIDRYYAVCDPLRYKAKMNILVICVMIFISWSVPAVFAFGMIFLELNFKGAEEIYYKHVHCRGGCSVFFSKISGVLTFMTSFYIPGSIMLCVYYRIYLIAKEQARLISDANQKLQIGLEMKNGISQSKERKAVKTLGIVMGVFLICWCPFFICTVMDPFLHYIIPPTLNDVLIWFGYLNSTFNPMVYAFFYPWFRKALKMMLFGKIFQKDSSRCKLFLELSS
#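 Test system – hTAAR1-expressing CHO RD-HGA16 cells, Gα16-coupled · Also added – β-PEA at EC80 concentration, post-compound challenge · Compound – 3 µM, single point · Incubation – dye loading 75 min at 37 °C, then 30 min room temperature · Measured by – Fluo-8 intracellular calcium dye fluorescence, real-time kinetic reads · Benchmarks – vehicle and agonist controls · Replicates – singlicate, one well per test compound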
# TAAR1 agonist: human TAAR1 agonists, primary screen, Fluo-8 calcium fluorescence, CHO RD-HGA16 cells; Trace amine-associated receptor 1 (Homo sapiens), Q96RJ0; vehicle wells 0%, saturating PEA agonist 100%; activation, % at 3 µM; hit rate 0.99% among 360,000; AID 624467, 2012;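 active = activation above the mean activation of all test compounds in the run plus 3 SD, cut at about 38% in these data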
#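 Repeats: no replicates (n 1) | Material: CHO-derived RD-HGA16 cells with stable Gα16 and human TAAR1 | Technique: Kinetic Fluo-8 calcium fluorescence | Schedule: 17-24 h seeding, 75 min 37 °C dye, 30 min RT | Evaluation: % activation from peak over basal fluorescence ratio, DMSO-to-PEA scaled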
# M1 PAM: human M1 muscarinic receptor positive allosteric modulators, primary screen, CHO-K1 cells, Fluo-8 calcium fluorescence, 1536-well; CHO-K1 hM1, ACh EC20; 0% = ACh EC20, 100% = maximal ACh; Muscarinic acetylcholine receptor M1 (Homo sapiens), P11229; activation, % at 3 µM; hit rate 0.088% among 360,000; in the data active = activation above about 19%, passing the limit was not always enough
# CHO parental Ca: ATP-evoked calcium signal inhibitors, parental CHO, primary screen, counter-screen for OX1R antagonist project, cell-based, fluorescence, Fluo-8 calcium dye; parental CHO-K1, ATP-induced calcium, Fluo-8 fluorescence; inhibition, % at 5.6 µM; hit rate 0.63% among 330,000; AID 463079, 2010;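 active = inhibition above that plate's mean sample inhibition plus 3 SD, cut at about 26% in these data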;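 note: 0% = ATP-challenged DMSO wells and 100% = DMSO wells without ATP; some compounds past the cut are filed as inactive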
#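 Material: Parental CHO cells | Reagent: ATP | Compound dosing: Single nominal dose of 5.6 µM per compound | Detection: Intracellular calcium via Fluo-8 no-wash fluorescent dye | Read-out: % inhibition of ATP-induced calcium mobilization | Benchmarks: Low control ATP plus DMSO, high control DMSO only | Replicates: Singlicate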
# Active calls of the source: *; . = not tested or not shown. This is a random part of the collection. About 3.7% of those tested had a hit in this group.
SMILES,CHRM1 agonist,OXTR agonist,OXTR potentiator,V1R ag counter,M1 antag,TAAR1 antagonist,TAAR1 agonist,M1 PAM,CHO parental Ca
Cc1ccc(NC(=S)NC2CCN(Cc3ccccc3)CC2)cc1C,-2,3.6,-17,3.5,-4,15,6,9,-2
CCCCNS(=O)(=O)c1ccc(OCC(=O)OC)cc1,-6,-1.0,-8,1.1,-10,-16,5,6,0
Cc1cc(C)cc(N2C(=O)CCN(Cc3ccccc3)C2=O)c1,-3,-1.6,-2,0.2,9,3,-1,1,-7
Cc1ccccc1C(OCC(O)CN1CCCCC1CCO)c1ccccc1 (stereo not given),-4,0.1,-10,2.7,29*,-9,4,-17,-19
Cc1ccc(S(=O)(=O)N2CCCC2C(=O)NC2=NCCS2)cc1 (stereo not given),-4,1.2,0,0.8,3,-2,3,2,-5
O=C(C1CCCO1)N1CCN(C(=S)Nc2ccc(Cl)cc2Cl)CC1 (stereo not given),-2,1.1,5,1.2,9,-8,6,3,3
CCOC(=O)c1c(C)[nH]c(C(C)=O)c1C,-3,0.2,0,0.2,6,3,3,3,-4
CCCCn1c(CCl)nc2cc(S(=O)(=O)N3CCOCC3)ccc21,-3,0.9,-5,1.8,-6,-5,2,9,-8
COc1cccc(NC(=O)CCc2nnc3ccc(N4CCN(c5cccc(OC)c5)CC4)nn23)c1,0,0.4,-9,0.2,3,.,.,1,-5
Cc1ccc(-c2cc(C(=O)Nc3c(C)n(C)n(-c4ccccc4)c3=O)no2)cc1,-3,-0.6,-7,-0.4,-7,-6,-1,8,-10
COc1ccc(OCCn2cc(/C=C(\C#N)C(=O)NCc3ccco3)c3ccccc32)cc1,-1,-1.3,-8,-0.3,1,43,1,10,-9
O=C(c1ccco1)N1CCN(c2ccc(N3CCCCC3)nn2)CC1,-6,-0.7,-1,0.5,15,-6,0,-12,-7
O=C(COC(=O)CSCc1ccccc1)NCc1ccccc1,-5,-1.0,-10,-1.5,6,8,2,-2,-10
O=C(O)CCCN1C(=O)/C(=C\c2ccccc2OCc2ccccc2)SC1=S,-5,2.4,-13,-0.1,2,-46,-3,5,-13
O=C1OCCN1C(=O)[C@H]1[C@H](c2ccccc2)C(c2cccc(Cl)c2)=NN1c1ccccc1,-3,.,.,.,-1,.,.,-1,-21
CCC1(C)Cc2c(c(=O)n(-c3ccccc3)c3ncnc(N)c23)CO1 (stereo not given),0,-0.4,-9,-0.7,-1,11,2,6,7
O=C(CCNS(=O)(=O)c1ccc(Br)cc1)NCCCSc1ccccc1,-1,4.3,-9,4.2,-9,-14,1,6,-20
CCN(CC(=O)NCc1ccc(Cl)cc1)CC(=O)NC1(C#N)CCCC1,-3,0.1,-3,-0.5,-6,-21,1,6,1
O=C(COC(=O)c1cc(Cl)ccc1O)NC(=O)NCc1ccccc1,-3,2.4,-6,-0.1,-2,-8,1,7,-2
CC(C)[C@H](NS(=O)(=O)c1ccccc1)C(=O)OCC(=O)NC(=O)NC1CCCCC1,0,4.9,-9,5.7,2,6,4,-4,-12
COc1ccccc1N1CC(C(=O)OCC(=O)c2ccc(F)cc2)CC1=O (stereo not given),-5,1.1,3,1.0,-5,-7,4,8,-3
C/C=C\C=C\C(=O)Nc1cccc(C2=NOC3(C2)C[C@@H](C(N)=O)N(C(=O)C(c2ccccc2)c2ccccc2)C3)c1 (stereo not given in full),-1,-0.8,-9,-0.1,-7,11,1,9,-7
COc1ccc(C(=O)NC(=S)N2CCN(c3ccccc3O)CC2)cc1,-6,-2.3,-7,-1.6,-12,15,-2,4,-12
O=[N+]([O-])c1ccc(O)c(/C=N/Nc2ccc(Cl)nn2)c1,-2,0.5,-7,0.9,-2,-5,12,6,-8

# Reprinted at random: 5 entries already listed, in no set order.
SMILES,CHRM1 agonist,OXTR agonist,OXTR potentiator,V1R ag counter,M1 antag,TAAR1 antagonist,TAAR1 agonist,M1 PAM,CHO parental Ca
C/C=C\C=C\C(=O)Nc1cccc(C2=NOC3(C2)C[C@@H](C(N)=O)N(C(=O)C(c2ccccc2)c2ccccc2)C3)c1 (stereo not given in full),-1,-0.8,-9,-0.1,-7,11,1,9,-7
O=C(CCNS(=O)(=O)c1ccc(Br)cc1)NCCCSc1ccccc1,-1,4.3,-9,4.2,-9,-14,1,6,-20
O=[N+]([O-])c1ccc(O)c(/C=N/Nc2ccc(Cl)nn2)c1,-2,0.5,-7,0.9,-2,-5,12,6,-8
O=C(COC(=O)c1cc(Cl)ccc1O)NC(=O)NCc1ccccc1,-3,2.4,-6,-0.1,-2,-8,1,7,-2
COc1ccc(C(=O)NC(=S)N2CCN(c3ccccc3O)CC2)cc1,-6,-2.3,-7,-1.6,-12,15,-2,4,-12

# The list goes on:
SMILES,CHRM1 agonist,OXTR agonist,OXTR potentiator,V1R ag counter,M1 antag,TAAR1 antagonist,TAAR1 agonist,M1 PAM,CHO parental Ca
O=C(Cn1cccc1C(=O)c1ccccc1)NCc1ccccn1,-2,0.2,-1,0.4,-13,-1,7,10,-12
Nc1ccccc1N=Nc1ccccc1N,-6,0.0,-3,0.5,-7,7,9,4,-7
O=C(Nc1ccc(N2CCOCC2)cc1)c1cccc(-n2cnnc2)c1,0,0.6,1,0.2,-16,-22,0,16,6
C/C(N)=C(/C#N)C(=O)COC(=O)[C@@H](NC(=O)c1ccccc1Cl)C(C)C,-4,0.8,-5,2.0,-10,-6,5,12,1
CN1/C(=C/C2CC(=O)N(c3ccc([N+](=O)[O-])cc3)C2=O)C(C)(C)c2ccccc21 (stereo not given),-7,0.7,-1,0.9,12,16,7,-5,-7
O=S(=O)(c1cccs1)N1CCN(c2ccccc2)CC1,2,4.2,-11,0.7,-8,-2,1,10,3
C=CCn1c(=O)[nH]c2cc(C(=O)N3CCN(c4cc(C)ccc4C)CC3)ccc2c1=O,-5,-1.0,-3,0.1,-6,10,0,-1,-13
COc1ccc(S(=O)(=O)N2CCCCCC2)cc1C(=O)N1CCN(c2ccccc2O)CC1,-2,-0.8,-4,-0.2,-10,10,2,5,-18
COc1cc(C(=O)N/N=C/c2cccc(Oc3ccccc3)c2)ccc1O,2,.,.,.,-15,19,9,12,.
COc1ccccc1C(NC(=O)C1CCN(CCOc2ccc(Cl)cc2)CC1)c1ccccn1 (stereo not given),-8,.,.,.,2,-14,5,-2,.
Cc1ccc(C(=O)NC(=S)NNC(=O)COc2ccccc2C)cc1,-2,9.7,-7,0.3,6,-13,6,3,-1
CC(=O)Nc1ccc2nc(-c3ccc(Br)o3)[nH]c2c1,2,-1.1,-6,-0.3,-12,11,4,15,-4
CCCCC(=O)Nc1nc(-c2ccc(S(=O)(=O)N3CCOCC3)cc2)cs1,1,3.3,-6,5.8,4,34,8,-5,-17
COc1cc(NC(=O)c2ccc(-c3cnn(C)c3)c3ccoc23)cc(OC)c1OC,4,.,.,.,-11,13,7,5,.
O=C1/C(=C\c2cccs2)Sc2ccc3ccccc3c21,-3,2.0,-5,0.3,-3,7,6,8,4
COCCSc1ccccc1C(=O)NCc1ccco1,-7,0.9,-2,0.5,1,6,6,1,7
COc1ccc(N(CC(=O)NC(C)C)S(=O)(=O)c2ccc(NC(C)=O)cc2)cc1,0,-0.4,-3,1.1,-5,-10,3,6,-21
CCN(CC)S(=O)(=O)c1ccc(C(=O)OCC(=O)Nc2ccc(-c3nc4ccc(C)cc4s3)cc2)cc1,-2,-2.1,-10,-0.3,-3,2,0,8,13
Cc1ccc(C(=O)COC(=O)c2nc(Cl)ccc2Cl)cc1,-5,-1.0,-1,-1.9,-14,3,1,3,-19
Cc1cc(C)cc(N(CC(=O)NCc2ccco2)C(=O)CCC(=O)Nc2ccccn2)c1,-2,.,.,.,-17,-14,8,1,.
CC(=O)C1C(c2ccc(O)cc2)NC(=O)NC1(O)C(F)(F)F (stereo not given),1,1.4,0,1.1,-17,-21,1,7,-1
COc1cc(F)cc(-c2ccc3c(c2)c(-c2cccs2)c(-c2cc(OC)cc(OC)c2)n3C)c1,12,11,-5,9.0,1,10,50*,15,-1
CCCc1[nH]n(-c2nc3ccccc3s2)c(=O)c1C=NCCCOC,-2,0.1,-3,0.4,-9,-43,2,10,-8
CSc1nc2ccccc2n1CC(=O)Nc1ccc(C)c(C)c1,-8,0.4,-4,1.8,1,0,0,-1,-15

# A few values from the entries so far.
# Value of C/C=C\C=C\C(=O)Nc1cccc(C2=NOC3(C2)C[C@@H](C(N)=O)N(C(=O)C(c2ccccc2)c2ccccc2)C3)c1 (stereo not given in full) in OXTR agonist: -0.8
# Value of O=C(CCNS(=O)(=O)c1ccc(Br)cc1)NCCCSc1ccccc1 in OXTR potentiator: -9

# The list continues.
SMILES,CHRM1 agonist,OXTR agonist,OXTR potentiator,V1R ag counter,M1 antag,TAAR1 antagonist,TAAR1 agonist,M1 PAM,CHO parental Ca
CCOC(=O)N1CCN(Cc2nc(-c3ccccc3)no2)CC1,0,1.8,-2,1.6,-5,-6,12,11,-6
COc1ccc(N2CCN(C(=O)CN3c4cccc5cccc(c45)S3(=O)=O)CC2)cc1,-2,3.9,4,3.4,-11,0,0,7,-17
CCC(=O)N1CCN(c2cc(N3CCN(C)CC3)c(F)cc2[N+](=O)[O-])CC1,-8,-0.1,1,0.7,3,-28,7,4,-12
CC(C)OC(=O)N(C)C[C@@H]1OCc2cnnn2CCCC(=O)N([C@@H](C)CO)C[C@@H]1C,-5,.,.,.,-18,-17,2,8,.
COC(=O)Cc1c(O)ccn(CCc2ccc(S(N)(=O)=O)cc2)c1=O,-2,0.7,-6,0.8,-4,-7,2,9,-8
